From PubChem BioAssay
M18AAP inhibitor – blocks P. falciparum M18 aspartyl aminopeptidase | recombinant PfM18AAP, H-Glu-NHMec fluorogenic cleavage | inhibition, % at 7.35 µM | 290,000 compounds, 1.2% hits;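 active means inhibition above the campaign mean inhibition over all tested compounds plus 3 SD, cut at about 28% in these data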;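 further: 0% = plate median of test compound wells and 100% = 2 mM ZnCl2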
NALP1 inh – NALP1 inhibition; inhibition, % at 10 µM; 280,000 compounds, 0.61% hits; S. cerevisiae NALP1/ASC/caspase-1 growth, X-gal OD620, 72 h; in the data active means inhibition mostly above about 24%, no sharp cut-off; inactive means mostly below about 32%; further: some compounds called inactive have numbers as strong as hits
GPR7 antagonist – antagonists of human GPR7 (neuropeptides B/W receptor 1); GPR7-expressing cells, fluorescence antagonist assay; P48145; inhibition, % at 4.4 µM; 290,000 compounds, 1.1% hits; in the data active means inhibition above about 16%, passing the limit was not always enough;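 further: cells stimulated with the agonist NPW; 0% = agonist with vehicle and 100% = vehicle without agonist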
Target sequence (P48145 whole entry, looked up): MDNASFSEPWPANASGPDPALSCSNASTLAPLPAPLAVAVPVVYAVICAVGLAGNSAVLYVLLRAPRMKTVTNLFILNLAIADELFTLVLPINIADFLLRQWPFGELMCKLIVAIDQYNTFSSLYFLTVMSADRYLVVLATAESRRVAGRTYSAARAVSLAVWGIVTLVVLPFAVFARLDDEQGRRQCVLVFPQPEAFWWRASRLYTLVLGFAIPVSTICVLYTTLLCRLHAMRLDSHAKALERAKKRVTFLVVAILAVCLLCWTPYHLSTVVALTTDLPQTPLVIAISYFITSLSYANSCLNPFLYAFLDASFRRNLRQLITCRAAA
MEKK3 PB1 HTS – modulators (inhibitors or enhancers) of MEK5 binding to human MEKK3 PB1 domain. Q99759. bead-based flow cytometry, Alexa488-MEK5 binding to MEKK3; actives lie on both sides; 0 = blocked by unlabeled MEK5, 100 = vehicle. binding response (% of control), % at 10 µM. 290,000 compounds, 1.4% hits;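 active means binding response more than 3 SD above or below the average of its plate-row segment, actives on both sides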;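 further: Alexa488 bead fluorescence after subtracting the streptavidin-only scavenger bead signal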
MEKK2 mut-MEK5 – signal of MEK5 binding to mutant human MEKK2 PB1 domain; bead flow cytometry, Alexa488-MEK5 binding to MEKK2 mutant; percent response, % at 10 µM; 290,000 compounds, 0.35% hits; AID 1530; in the data active means percent response above about 24%, passing the limit was not always enough; further: inactives centre near 1; some results filed as inactive read as strong as hits; reference of the scale not given here
PHOSPHO1 block – blocks human PHOSPHO1 phosphatase activity. Q8TCT1. recombinant PHOSPHO1, absorbance phosphatase assay. inhibition, % at 13.3 µM. 290,000 compounds, 1.1% hits. AID 1565; in the data active means inhibition above about 60%
Target sequence (Q8TCT1 whole entry, looked up): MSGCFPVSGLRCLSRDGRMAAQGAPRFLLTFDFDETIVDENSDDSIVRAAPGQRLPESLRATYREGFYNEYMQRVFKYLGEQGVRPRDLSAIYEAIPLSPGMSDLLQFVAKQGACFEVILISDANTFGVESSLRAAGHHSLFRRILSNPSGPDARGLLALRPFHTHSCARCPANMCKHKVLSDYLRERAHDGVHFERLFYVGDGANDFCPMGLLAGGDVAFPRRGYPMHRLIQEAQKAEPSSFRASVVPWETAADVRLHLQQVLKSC
MEKK2wt PB1 HTS – raises or lowers MEK5 binding to wildtype human MEKK2 PB1 domain | binding response (% of control), % at 10 µM | 290,000 compounds, 1.1% hits | bead flow cytometry, Alexa488-MEK5 binding to MEKK2 WT; actives lie on both sides | AID 1531 | Q9Y2U5; in the data active means binding response below about 67% or above about 130%
OXTR agonist – activates the human oxytocin receptor; P30559; CHO-OTR cells, Fluo-8 calcium fluorescence; normalized: DMSO 0%, oxytocin 100%; activation, % at 3 µM; 320,000 compounds, 0.32% hits; AID 2435;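 active means activation above the mean of all tested compounds plus 3 SD, cutoff set per screening run, cut at about 20% in these data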;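 further: peak over basal fluorescence ratio from a 100 s FLIPR kinetic read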
Target sequence (P30559 whole entry, looked up): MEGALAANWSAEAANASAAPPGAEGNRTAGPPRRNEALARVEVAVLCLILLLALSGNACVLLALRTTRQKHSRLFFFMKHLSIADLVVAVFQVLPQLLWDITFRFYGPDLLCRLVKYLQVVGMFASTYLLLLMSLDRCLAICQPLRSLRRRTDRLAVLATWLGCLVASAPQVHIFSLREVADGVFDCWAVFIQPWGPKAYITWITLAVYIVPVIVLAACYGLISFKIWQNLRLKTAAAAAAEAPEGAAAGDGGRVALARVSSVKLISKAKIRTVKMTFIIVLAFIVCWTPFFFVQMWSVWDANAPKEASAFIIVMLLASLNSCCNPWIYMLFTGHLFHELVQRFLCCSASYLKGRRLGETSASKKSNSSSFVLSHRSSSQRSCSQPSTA
DNA FID counter – fluorescent intercalator displacement, NS3 helicase counter-screen | inhibition, % at 7.9 µM | AID 1845 | 290,000 compounds, 0.17% hits | DNA fluorescent intercalator displacement, fluorescence; in the data active means inhibition above about 37%;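 further: 0% = vehicle and 100% = reference compound; higher means more ethidium bromide displaced from hairpin DNA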
Active calls of the source: *; . = not tested or not shown; [ ] = remark or other dose.

SMILES	M18AAP inhibitor	NALP1 inh	GPR7 antagonist	MEKK3 PB1 HTS	MEKK2 mut-MEK5	PHOSPHO1 block	MEKK2wt PB1 HTS	OXTR agonist	DNA FID counter
CCCN(Cc1cc2cc(C)ccc2[nH]c1=O)C(=O)c1cccc(OC)c1	-6	38	-11	110	1	-10	106	-0.3	-23
COc1ccc(Cc2nnc(SCC(=O)NC3CCCC3)o2)cc1	0	-60	9	85	2	-8	92	2.2	-10
Cc1ccc(S(=O)(=O)NNC(=O)c2cc(C)cs2)cc1	0	0	-9	102	2	16	98	-0.9	-4
CC1(C)C(C=C(Cl)Cl)C1C(=O)N1CCN(c2ccccc2)CC1 (stereo unspecified)	3	13	-14	103	6	9	104	-1.6	-26
COc1ccccc1NS(=O)(=O)c1cc(C(=O)NCCN2CCOCC2)ccc1Cl	0	33	-11	97	1	-14	98	1.8	-12
COC(=O)CN(c1ccc(C(C)C)cc1)S(=O)(=O)c1c(C)[nH]c(=O)[nH]c1=O	3	-4	-5	102	2	-13	106	1.8	-10
CCn1c(CSc2nccn2C)nc2cc(C(=O)O)ccc21	13	9	1	93	-5	39	98	2.2	-22
CCc1ccc(NC(=O)CN2CCC(C(=O)c3ccc(OC)cc3)CC2)cc1	-3	2	-8	102	-5	14	100	3.3	0
CCn1c(CNC(=O)c2ccc(OC)cc2)nnc1SCC(=O)c1ccccc1	6	29	-12	96	7	4	99	-0.8	-22
Cc1ccc(S(=O)(=O)CCC#N)cc1	14	3	5	94	-6	4	89	0.3	-13
Cc1nc(N2CCN(C)CC2)c2cc(-c3ccccc3)sc2n1	2	9	-2	101	0	2	106	0.6	7
Cc1cc(C)n(CC(O)CN(c2cccc([N+](=O)[O-])c2)S(=O)(=O)c2ccccc2)n1 (stereo unspecified)	0	6	-2	106	18	32	113	-0.8	-4
Cc1sc2ncnc(Sc3nnc4sc5ccccc5n34)c2c1C	-14	15	1	107	1	-2	107	-0.8	-2
COc1cc2ccccc2cc1C(=O)Nc1ccc(S(=O)(=O)Nc2cc(C)on2)cc1	-4	11	-5	98	-4	-10	94	0.4	-35
O=C(NC1=NCCS1)c1cccc(OC(F)F)c1	0	9	4	94	-3	-29	93	1.2	-7
CCc1nnc(SCC(=O)Nc2ccccc2Cl)nc1CC	-2	21	-7	95	-6	-10	96	-1.9	-7
c1cc2c(cc1C1=Nn3c(nnc3C3CCCCC3)SC1)OCO2	-1	15	-6	101	-2	18	101	-1.4	-18
CCOC(=O)C1=C(N)OC2=C(C(=O)CCC2)C1c1ccc(C)s1 (stereo unspecified)	6	27	-7	90	-12	-22	90	-1.8	4
O=C(CN1CCCCCC1)N/N=C/c1ccc(Cl)c(Cl)c1	4	9	-9	104	5	8	109	1.0	10
CC(c1ccco1)N(C(=O)c1ccc(S(=O)(=O)N2CCCCC2)cc1)c1ccccn1 (stereo unspecified)	7	5	2	106	3	-7	106	-0.6	-28
Cc1ccc(C)n1Cc1ccc(C(=O)O)cc1	9	2	-10	97	-4	22	96	0.2	-26
COc1c(N)c2ccccc2[nH]c1=O	2	-4	-1	.	.	45	.	0.3	3
COc1cccc(C(=O)c2cc3cc(Cl)ccc3[nH]2)c1	-6	20	-12	104	4	.	100	-1.5	-6
Cc1ccc(N(C(=O)c2ccccc2Cl)C2=NC(C)CS2)c(C)c1 (stereo unspecified)	-7	29	-16	102	-2	-32	99	-1.5	-16
COc1ccc(Br)cc1[C@H]1[C@@H]2C=CCC[C@@]2(C)C(=O)N1Cc1ccccc1	.	-1	.	99	1	31	94	-1.3	.
COc1cc(OC)cc(C(=O)N(CCCN2C(=O)c3cccc4cccc(c34)C2=O)c2cccc(OC)c2)c1	1	18	-7	100	6	-6	113	-0.9	-8
O=C(Nc1scc(-c2ccccc2)c1C(=O)O)c1ccc(F)cc1	4	6	-10	100	4	39	99	-1.5	-25
CC(C)Nc1ccc(C(CC(N)=O)NC(=O)Cc2cccc3ccccc23)cc1[N+](=O)[O-] (stereo unspecified)	.	.	.	100	2	34	105	0.3	.
COc1ccc(C(C)=O)cc1CN1C(=O)NC2(CCCCC2)C1=O	-4	1	4	107	6	7	112	-0.6	-11
CCOC(=O)C1(Cc2ccccc2)CCN(Cc2nccn2CC)CC1	8	6	-21	104	11	37	103	0.3	2
O=C(NCCc1cccc(F)c1)[C@@H]1CSC2c3ccccc3C(=O)N21 (stereo partly specified)	1	5	9	91	-9	11	92	-1.2	-12
CCC1CCCCN1C(=O)COC(=O)c1ccc(S(=O)(=O)N2CCOCC2)cc1 (stereo unspecified)	-1	3	4	101	4	10	101	.	-36
O=C(NCc1ccco1)c1ccc2c(c1)OCCO2	1	24	4	101	2	14	104	0.1	1
CCCOc1ccc(Br)cc1/C=N/NC(=O)c1cc(OC)c(OC)c(OC)c1	-5	36	-6	97	-2	-24	95	-0.4	-3
COc1ccc(C(=O)CSc2nc(C)cc(=O)[nH]2)cc1C	-2	10	-10	102	6	36	103	2.6	-11
CC(O)CNCCOc1ccccc1-c1ccccc1 (stereo unspecified)	4	2	-6	99	2	56	101	1.0	8
COc1ccc(OC)c(C(=O)c2c(C)oc3cc([N+](=O)[O-])c(O)c([N+](=O)[O-])c23)c1	-5	14	18	89	-10	-4	85	-0.1	-31
N=c1n(CCN2CCOCC2)c2ccccc2n1CC(=O)c1ccc(Cl)c(Cl)c1	-1	22	-5	102	0	-12	113	-1.5	-8
Cc1ccc2nc(-c3ccc(NC(=O)COC(=O)c4ccc(=O)[nH]c4)cc3)sc2c1	-4	12	-1	99	-3	16	99	1.3	-5
Cc1ccc(SCCC(=O)Nc2cc(C)on2)cc1	-1	7	-18	102	4	-14	103	-2.3	-3
Cc1cccc(C)c1OCc1cc(C(=O)N2CCCC2c2nonc2C)no1 (stereo unspecified)	11	13	-1	100	0	3	101	-1.4	-37
Cc1ccc(S(=O)(=O)N2CCOCC2)cc1C(=O)NCc1ccc2c(c1)OCO2	0	35	6	109	3	-22	111	-0.2	-3
Cc1ccc(-c2nc3ncccn3c2NC2CCCC2)o1	12	10	-14	101	4	17	102	-2.0	-3
Cc1ccccc1OCc1nc2c3c(ncn2n1)-c1ccccc1CC31CCCC1	0	26	-15	97	2	-8	114	1.5	3
O=C(CCC(=O)NC1CCCCCCC1)Nc1nnc(C(F)(F)F)s1	-11	18	0	104	13	0	107	1.2	-12
Cc1c(C(=O)Nc2ccc3c(c2)CCC3)cccc1[N+](=O)[O-]	-3	21	-10	100	3	-1	101	-1.6	3
Oc1ccc(/C=N/Nc2nc(-c3ccccc3F)nc3ccccc23)c(O)c1	18	-6	-10	103	-5	-6	93	2.3	-2
CCN(CC)CCNC(=O)c1ccc(NS(=O)(=O)c2ccc3c(c2)OCCO3)cc1	-6	6	4	101	3	20	109	-0.1	8
O=C(CN1CCN(c2cccc(Cl)n2)CC1)N1CC(O)CO1 (stereo unspecified)	1	-12	-15	101	4	16	102	0.5	0
Clc1ccc(-c2nc3nc4ccccc4nc3n2Cc2ccco2)cc1	0	-6	5	101	4	-16	100	-1.9	-4
O=[N+]([O-])c1cccc(N/N=C/c2cccc3ccccc23)c1	17	.	-1	109	2	4	122	-1.6	3
COc1ccc(CCNC(=O)Nc2cccc([N+](=O)[O-])c2)cc1OC	-6	15	4	101	3	39	105	2.6	-1
CNC(=S)NNC(=O)c1c(C)nc2cc(C)ccn12	47*	.	-9	102	3	17	101	-0.8	-6
Cc1ccccc1CN1CCNC1=O	5	2	-16	101	6	-10	101	0.8	1
CC12CCC(=O)N1C(C(=O)Nc1nnc(SCc3ccccc3F)s1)CS2 (stereo unspecified)	-3	-6	-2	104	5	8	106	1.3	-36
CCCS(=O)(=O)N1CCCC(C(=O)Oc2ccccc2Cl)C1 (stereo unspecified)	8	-19	-5	103	4	.	104	-1.8	-13
OCCN1CCN(c2nc(-c3ccccc3)nc3c2oc2ccccc23)CC1	-7	10	5	103	7	-1	110	9.2	43*
N#Cc1c(NC(=O)c2ccccc2Cl)n(Cc2ccccc2)c2nc3ccccc3nc12	19	21	12	95	3	1	94	3.2	-5
O=C(Cn1ncc2c3ccccc3n(Cc3ccccc3)c2c1=O)NCCN1CCOCC1	-2	22	-8	97	-3	-25	102	-0.3	12
Cc1csc(NC(C)c2nc3cc(Cl)c(Cl)cc3n2CCCO)n1 (stereo unspecified)	.	.	.	100	3	.	102	-0.8	.
Additional compounds follow.
SMILES	M18AAP inhibitor	NALP1 inh	GPR7 antagonist	MEKK3 PB1 HTS	MEKK2 mut-MEK5	PHOSPHO1 block	MEKK2wt PB1 HTS	OXTR agonist	DNA FID counter
Cc1cccc(NC(=O)NC2CC(=O)N(c3ccc4c(c3)OCCO4)C2)n1 (stereo unspecified)	7	3	-12	109	-1	9	104	0.8	-16
CC(C)Oc1ccc(CC(=O)NNC(=S)Nc2ccccc2)cc1	-10	-2	5	87	-8	16	89	1.3	-14
CCCCSc1nc2c(c(=O)[nH]1)CCC2	0	3	-10	104	6	16	103	-2.1	-5
O=C(Cn1cnc2c(nnn2Cc2ccc(F)cc2)c1=O)NC1CCCC1	-4	6	-6	102	2	16	104	0.6	-4
O=C(Nc1cccc2c1C(=O)NC2=O)c1ccc(N2C(=O)CCC2=O)cc1	3	9	-13	102	3	20	103	0.5	1
CCCc1cc(Nc2cccc(OC)c2)n2ncnc2n1	11	44	-9	99	3	2	102	-1.9	-12
O=C(NCc1ccccc1)C(c1ccncc1)N(C(=O)c1csnn1)c1ccccc1F (stereo unspecified)	1	-6	-3	98	7	26	105	18	-18
Cc1cccc(OCCCn2c(CO)nc3ccccc32)c1	-8	.	-2	98	2	27	100	2.9	-12
COCCn1c(Sc2ccccc2)nc2c1c(=O)[nH]c(=O)n2C	-2	-9	-6	2.0*[inhibitor]	-21	4	3.0*[inhibitor]	1.0	-12
Cc1ccc(-n2c(SCC(=O)c3c(N)n(C)c(=O)n(C)c3=O)nc3sc4c(c3c2=O)CCCC4)c(C)c1	-15	26	-2	102	-2	-9	94	-0.2	-5
Cc1nn(CC(=O)Nc2cccc(Cl)c2)c(=O)c2cc(-c3ccccc3)nn12	-1	-10	-5	96	-1	65*	95	0.2	-1
O=C(N/N=C/c1ccc(OCC(=O)N2CCCC2)cc1)C(=O)NC1CC1	-1	28	-14	95	-2	-28	96	0.1	-15
O=C(CN1C(=O)S/C(=C\c2ccccc2)C1=O)Nc1cc([N+](=O)[O-])ccc1O	17	4	13	101	5	44	103	1.4	43*
CCCc1nc2c(=O)n(C)c(=O)[nH]c2n1CCC	12	17	2	102	10	17	103	0.9	-2
O=C1CCN(C(=O)/C=C/c2ccccc2)c2ccccc21	3	4	-7	99	-3	36	96	-1.5	-13
COc1ccccc1NC(=S)NCc1ccc2c(c1)OCO2	4	-2	7	113	-1	-5	98	-0.8	-5
O=C(CSc1nnc(NC(=O)c2ccccc2C(=O)O)s1)Nc1ccccc1Cl	3	-2	-9	102	-5	-10	93	-0.6	-11

Retrieved one by one from above (5):
SMILES	M18AAP inhibitor	NALP1 inh	GPR7 antagonist	MEKK3 PB1 HTS	MEKK2 mut-MEK5	PHOSPHO1 block	MEKK2wt PB1 HTS	OXTR agonist	DNA FID counter
Cc1cccc(NC(=O)NC2CC(=O)N(c3ccc4c(c3)OCCO4)C2)n1 (stereo unspecified)	7	3	-12	109	-1	9	104	0.8	-16
CCCCSc1nc2c(c(=O)[nH]1)CCC2	0	3	-10	104	6	16	103	-2.1	-5
O=C1CCN(C(=O)/C=C/c2ccccc2)c2ccccc21	3	4	-7	99	-3	36	96	-1.5	-13
Cc1nn(CC(=O)Nc2cccc(Cl)c2)c(=O)c2cc(-c3ccccc3)nn12	-1	-10	-5	96	-1	65*	95	0.2	-1
O=C(N/N=C/c1ccc(OCC(=O)N2CCCC2)cc1)C(=O)NC1CC1	-1	28	-14	95	-2	-28	96	0.1	-15
